HDAC3 inhib = blocks human histone deacetylase 3; O15379; AID 2718; recombinant HDAC3, fluorogenic peptide/trypsin coupled, fluorescence; 320,000 compounds, 0.15% hits; inhibition, % at 8.3 µM; in the data active means inhibition above about 26%, passing the limit was not always enough; inconclusive means no clear call, values can overlap the other calls
SKKanGAS inh = blocks kanamycin growth of S. pyogenes SKKanGAS strain | inhibition, % at 7.5 µM | 300,000 compounds, 1.3% hits | AID 1662 | BacTiter-Glo, 6 h;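 active means mean replicate score, as percent of positive control median, at least 50; inconclusive means mean below 50 but one replicate at or above 50; inactive means mean and every replicate below 50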;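 further: strain carries kanamycin resistance gene driven by streptokinase promoter and grows in 40 µg/ml kanamycin; loss of luminescence reflects streptokinase promoter inhibition or plain growth inhibition; 0% = median of DMSO wells and 100% = positive control at its reference dose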
MrgX1 ag = activates human MrgX1 receptor signaling. Q96LB2. MrgX1-HEK293 cells, Fluo-4 calcium fluorescence, agonist mode; stronger effect = higher value. B-score at 10 µM. 310,000 compounds, 0.44% hits. AID 588627;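 active means calcium response B-score plate-corrected fluorescence ratio at least 3 library SD, with starting fluorescence B-score inside 5 SD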
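System – MrgX1-expressing HEK293 cells · Incubation – cells plated overnight, dye loaded 0.5 h 37 °C, 0.5 h room temperature · Technique – kinetic Fluo-4 NW fluorescence of intracellular calcium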
MrgX1 PAM = allosterically activates human MrgX1 receptor signaling; Q96LB2; MrgX1-HEK293, Fluo-4 calcium flux, FDSS; stronger effect = higher value; B-score at 10 µM; 310,000 compounds, 0.63% hits;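 active means plate-corrected calcium response at least 3 library SD above typical, normal starting fluorescence, not activating the receptor alone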;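 further: compound read alongside a low EC10 to EC30 dose of BAM8-22 agonist; peak minus trough fluorescence over baseline measured at the second addition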
ANO1 activ = mouse TMEM16A channel activation, primary screen; Q8BHY3; HEK293 TMEM16A/YFP-H148Q/I152L, iodide quench fluorescence; stronger effect = lower value; B-score at 10 µM; 340,000 compounds, 0.3% hits; AID 623877;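 active means fluorescence-ratio B-score plate-corrected deviation score at least 3 library SD below zero, with starting fluorescence score within 5 deviations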;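 further: channel opened by trigger with iodide after compound preincubation; score built on the fluorescence ratio of max minus min over baseline; more negative score means more quench and so TMEM16A activation or potentiation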
Target sequence (Q8BHY3 whole entry, looked up): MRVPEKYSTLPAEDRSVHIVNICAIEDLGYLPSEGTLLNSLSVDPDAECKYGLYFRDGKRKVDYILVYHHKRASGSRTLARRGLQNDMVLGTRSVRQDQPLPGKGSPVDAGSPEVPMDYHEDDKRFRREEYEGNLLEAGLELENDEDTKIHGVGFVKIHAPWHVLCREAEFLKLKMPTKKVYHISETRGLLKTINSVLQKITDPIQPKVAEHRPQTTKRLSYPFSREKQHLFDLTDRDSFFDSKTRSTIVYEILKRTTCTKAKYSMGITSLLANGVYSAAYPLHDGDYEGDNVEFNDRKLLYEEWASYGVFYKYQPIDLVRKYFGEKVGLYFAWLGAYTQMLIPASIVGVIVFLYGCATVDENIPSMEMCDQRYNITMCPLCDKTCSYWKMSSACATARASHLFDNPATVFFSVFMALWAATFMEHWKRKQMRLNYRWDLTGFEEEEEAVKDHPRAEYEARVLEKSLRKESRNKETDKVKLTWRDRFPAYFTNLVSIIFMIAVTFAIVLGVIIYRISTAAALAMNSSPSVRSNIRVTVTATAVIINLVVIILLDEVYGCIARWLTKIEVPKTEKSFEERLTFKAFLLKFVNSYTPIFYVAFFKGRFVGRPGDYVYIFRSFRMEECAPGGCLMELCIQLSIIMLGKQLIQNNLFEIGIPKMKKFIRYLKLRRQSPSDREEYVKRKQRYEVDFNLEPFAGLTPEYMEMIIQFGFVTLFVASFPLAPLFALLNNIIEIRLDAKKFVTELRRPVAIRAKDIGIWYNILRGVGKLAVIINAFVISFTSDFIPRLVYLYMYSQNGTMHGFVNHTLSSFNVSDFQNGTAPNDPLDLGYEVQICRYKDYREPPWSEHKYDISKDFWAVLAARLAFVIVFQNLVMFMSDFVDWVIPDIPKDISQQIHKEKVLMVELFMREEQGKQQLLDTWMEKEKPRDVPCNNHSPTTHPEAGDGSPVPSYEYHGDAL
RGS4 pot = potentiators or activators of RGS4 | HEK293 M3R/inducible RGS4, carbachol calcium flux Fluo4; stronger effect = lower value | B-score at 10 µM | 310,000 compounds, 0.92% hits | AID 463111;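 active means B-score of the integrated calcium signal more than 4 SD below the library mean, with starting fluorescence not abnormally high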;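 further: negative B-score means reduced calcium response which marks RGS4 activation or potentiation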
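Material: Inducible-RGS4 HEK293 cells carrying M3 receptor; also added: carbachol at ECmax as muscarinic agonist stimulus; incubation: compound preincubation 20 min at room temperature before agonist; signal: Fluo4-AM (2 µM) calcium-flux fluorescence, kinetic read; measure: integrated calcium ratio converted to B score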
TRPC6 activator = activates the mouse TRPC6 cation channel; Q61143; 310,000 compounds, 0.13% hits; HEK293-TRPC6 membrane potential dye fluorescence; stronger effect = higher value; B-score at 10 µM;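 active means B-score of the integrated fluorescence ratio above library mean plus 3 SD, and starting fluorescence ratio within library mean plus 5 SD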;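 further: higher score means more depolarization so channel activation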
MrgX1 antagonist = blocks BAM8-22 activation of human MrgX1 receptor; MRGX1-HEK293 calcium flux, Fluo-4, BAM8-22 antagonism; stronger effect = lower value; 310,000 compounds, 1.3% hits; Q96LB2; B-score at 10 µM;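 active means calcium-response B-score plate-corrected more than 3 library SD below zero, starting fluorescence within 5 deviations, no agonist response on first addition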;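 further: peak minus trough fluorescence over baseline after final BAM8-22 challenge near maximal dose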
RGS4 block = inhibitors of human RGS4; P49798; HEK293 M3R/RGS4 inducible, Fluo-4 calcium flux; stronger effect = higher value; triggered by carbachol at its EC20; B-score at 10 µM; 310,000 compounds, 0.45% hits; AID 463165;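 active means B-score, a plate-corrected calcium signal, over three deviations above library mean, with baseline fluorescence within five deviations of library mean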;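 further: RGS4 expression induced by doxycycline in cells with stable M3 receptor; B-score is computed from the integrated fluorescence ratio over baseline after carbachol; higher B-score means a larger calcium signal and so more RGS4 inhibition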
TRPC6 inh = mouse TRPC6 channel inhibition; HEK293-TRPC6, membrane potential dye, ACh-evoked depolarization; stronger effect = lower value; B-score at 10 µM; 310,000 compounds, 1.1% hits; Q61143;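 active means B-score under library mean minus 3 SD, initial fluorescence not abnormally high, positive integrated signal ratio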;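 further: B-score derived from integrated fluorescence ratio over the kinetic read; more negative B-score means stronger inhibition of depolarization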
TMEM16A inh = blocks the mouse calcium-activated chloride channel TMEM16A | HEK293 TMEM16A/YFP iodide influx fluorescence, ionomycin | normalized B-score (activity score, 25-100; higher = stronger inhibition) at 10 µM | 310,000 compounds, 1.2% hits | AID 588511;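 active means ratio plate-corrected score three or more library SD toward inhibition, starting fluorescence score within five deviations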;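 further: score derived from kinetic fluorescence span divided by baseline fluorescence per well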
Starred values were filed as active, the others as inactive; i = inactive; ? = inconclusive; / = not tested or not shown. Hits appear at their usual frequency; 6.7% or so of the library scored in one or more.

item	SMILES	HDAC3 inhib	SKKanGAS inh	MrgX1 ag	MrgX1 PAM	ANO1 activ	RGS4 pot	TRPC6 activator	MrgX1 antagonist	RGS4 block	TRPC6 inh	TMEM16A inh
1	Cc1ccc(/C=N/NC(=O)NC2CCCCC2)o1	-7	-1	i	i	i	i	i	i	i	i	i
2	COC(=O)[C@@H](NC(=O)c1ccc(OC2CCN(Cc3ccccn3)CC2)cc1)C(C)C	3	5	i	i	i	i	i	i	i	i	i
3	O=C(CN1CCN(c2ncccn2)CC1)NCc1ccc2c(c1)OCO2	1	3	i	i	i	i	i	i	i	i	i
4	CC(C)C[C@H](NC(=O)c1[nH]cnc1C(=O)N[C@@H](Cc1ccccc1)C(=O)OCc1ccccc1)C(=O)OC(C)(C)C	4	41	i	i	i	i	i	i	i	i	i
5	CCc1nnc(NC(=O)c2cc(S(=O)(=O)N3CCN(c4ccccc4)CC3)ccc2Cl)s1	-5	28	i	i	i	i	i	i	i	i	i
6	Cc1cc(C)cc(NC(=O)CN(Cc2ccccc2)S(C)(=O)=O)c1	3	-6	i	i	i	i	i	i	i	i	i
7	CC1CCCC(NC(=O)COC(=O)c2ccc3ccccc3n2)C1C (stereo not drawn)	-3	3	i	i	i	i	i	i	i	i	i
8	CCCCc1ccc(NC(=O)c2c(C)noc2C)cc1	7	8	i	i	i	i	i	i	i	i	i
9	CCCCOc1cccc(C2C(C(=O)c3ccc(C)o3)=C(O)C(=O)N2c2nnc(C)s2)c1 (stereo not drawn)	/	15	/	/	i	i	i	/	i	i	/
10	C=CCNC(=O)/C(=C/c1ccccc1OCC)NC(=O)c1ccccc1	7	4	i	i	i	i	i	i	i	i	i
11	CC1(C)CC(=O)C2=C(C1)N=C1c3ccccc3C(=O)C1C2c1ccc(Cl)cc1 (stereo not drawn)	1	50*	i	i	i	i	i	i	i	i	i
12	CCOC(=O)c1ccc(Oc2cn[nH]c2-c2ccc(O)cc2O)cc1	17	46	i	i	i	i	i	i	i	i	25*
13	CC(C)C(=O)N1CCN(c2ccccc2NC(=S)NC(=O)c2cccs2)CC1	6	11	i	i	i	i	i	i	i	i	i
14	Brc1cc(Br)c2nc3c(cc2c1)CCC3	-3	-5	i	i	i	i	i	i	i	i	i
15	CC1(C)C(=O)NCCN1C(=O)CCCC(=O)O	3	6	i	i	i	i	i	i	i	i	i
16	CCOC(=O)CSc1nnc(SCCN2C(=O)c3ccccc3C2=O)s1	0	-4	i	i	i	i	i	i	i	i	i
17	CC(C)CCn1c(=O)c2ccccc2n2c(CN3C(=O)NC4(CCC(C)CC4)C3=O)nnc12 (stereo not drawn)	-2	2	i	i	i	i	i	i	i	i	i
18	Cc1onc(-c2ccccc2)c1NC(=O)N(CCC(=O)O)Cc1ccccc1	?	-5	i	i	i	i	i	i	i	i	i
19	Cc1ccc(N(CC(=O)NCc2ccc(F)cc2)S(=O)(=O)c2c(C)n[nH]c2C)cc1	1	-7	i	i	i	i	i	i	i	i	i
20	COc1cccc(OC)c1C(=O)Nc1cccc(NC(=O)c2cccs2)c1	-5	-2	i	i	i	i	i	i	i	i	i
21	Cc1nn(S(=O)(=O)c2ccccc2)c(C)c1S(=O)(=O)N1CCOCC1	4	3	i	i	i	i	i	i	i	i	i
22	COC(=O)c1cc(S(=O)(=O)N2c3ccccc3CC2C)c[nH]1 (stereo not drawn)	1	3	i	i	i	i	i	i	i	i	i
23	Fc1ccc(NC(=S)Nc2nccs2)cc1	4	18	i	i	i	i	i	i	i	i	i
24	Cc1nnc(SCC(=O)NN2C(=O)NC3(CCCCC3)C2=O)s1	-3	-1	i	i	i	i	i	i	i	i	i
25	CCOc1ccc(N(C)S(=O)(=O)c2ccc3[nH]cc(C(=O)NCC(OC)OC)c(=O)c3c2)cc1	6	0	i	i	i	i	i	i	i	-5.5*	i
26	CCNC(=O)N1CCNC(=O)C1CC(=O)OC (stereo not drawn)	-6	-3	i	i	i	i	i	i	i	i	i
27	CCOC(=O)C(C)On1c(SC(C)C(=O)OCC)nc2ccccc2c1=O (stereo not drawn)	11	-14	i	i	i	i	i	i	i	i	i
28	CN(C)C(=O)c1c2c(nc3ccccc13)-c1ccccc1CC2	-7	-6	i	i	i	i	i	i	i	-5.7*	i
29	CC(=O)CCC(=O)NC1CCCc2c1cnn2-c1ccc(C(C)(C)C)cc1 (stereo not drawn)	5	-6	i	i	i	i	i	i	i	i	i
30	CN(C)c1ccc(C(=S)N2CCCCC2)cc1	-20	-1	i	i	i	i	i	i	i	i	i
31	O=C(CC12CC3CC(CC(C3)C1)C2)Nc1c(F)cccc1F	-3	6	i	i	i	i	i	i	i	i	i
32	CN(C)/C=C(/C(=O)c1ccc(Cl)cc1)n1cncn1	4	39	i	i	i	i	i	i	i	i	i
33	COc1ccc(CNC(=O)CCS(=O)(=O)c2ccc3c(c2)CC(C)N3C(=O)C2CC2)cc1 (stereo not drawn)	3	-1	i	i	i	i	i	i	i	i	i
34	Cn1nccc1C(=O)Oc1cccc(/C=N/NC(=O)c2ccccc2O)c1	16	-10	i	i	i	i	i	i	i	i	i
35	O=C(N/N=C/c1ccc(-c2ccccc2Cl)o1)c1ccccc1	3	8	i	i	i	i	i	i	i	i	i
36	O=C(C1CCCN1S(=O)(=O)c1ccc(Cl)c(Cl)c1)N1CCCCC1 (stereo not drawn)	2	-16	i	i	i	i	i	i	i	i	i
37	Cc1ccc(C(CNS(=O)(=O)c2ccc(C)cc2)N2CCN(C)CC2)cc1 (stereo not drawn)	0	-6	i	i	i	i	i	i	i	i	i
38	CN(Cc1cccc(F)c1)C(=O)CNS(=O)(=O)c1ccc2ccccc2c1	1	-2	i	i	i	i	i	i	i	i	i
39	CCSc1nc(C)c(C(C)=O)cc1C#N	4	-4	i	i	i	i	i	i	i	i	i
40	Cc1onc(-c2c(F)cccc2Cl)c1C(=O)N1CCN(c2ncc(Br)cn2)CC1	-2	3	i	i	i	i	i	i	i	i	i
41	CCn1c(SCC(=O)N2CCCc3ccccc32)nc2c1c(=O)n(C)c(=O)n2C	-2	2	i	i	/	i	i	i	i	i	i
42	CCCCCC(=O)Nc1cccc(-c2nc3ncccc3o2)c1	-4	3	i	i	i	i	i	i	i	i	i
43	COC(=O)c1cc(Br)c(=O)n(CCc2ccccc2)c1	-2	-9	i	i	i	i	i	i	i	i	i
44	Nc1cc(Cl)ccc1C(=O)OCC(=O)N1CCOCC1	-29	0	i	i	i	i	i	i	i	i	i
45	Cc1ncc(CO)c(/C=N/NC(=S)Nc2ccc(Cl)c(Cl)c2)c1O	3	66*	i	i	i	i	i	-9.6*	i	i	i
46	O=S(=O)(NCCSCc1ccc(Cl)cc1Cl)c1ccc2c(c1)OCCO2	1	-10	i	i	i	i	i	i	i	i	i
47	Clc1cccc(Cl)c1Cn1cnc2c(N3CCCCCC3)ncnc21	-4	22	i	i	i	i	i	i	i	i	i
48	CCOc1ccc(C(=O)n2cc(C(=O)OC)c3ccccc32)cc1	0	-6	i	i	i	-8.6*	i	i	i	i	i
49	Cc1ccc(-n2c(C)csc2=N)cc1	-2	3	i	i	i	i	i	i	i	i	i
50	O=C(COC(=O)CCc1c[nH]c2ccccc12)NCc1ccccc1	-3	-12	i	i	i	i	i	i	i	i	i

More entries:
item	SMILES	HDAC3 inhib	SKKanGAS inh	MrgX1 ag	MrgX1 PAM	ANO1 activ	RGS4 pot	TRPC6 activator	MrgX1 antagonist	RGS4 block	TRPC6 inh	TMEM16A inh
51	CCS(=O)(=O)n1nc(-c2ccc(Cl)cc2)nc1N	-3	-2	i	i	i	i	i	i	i	i	i
52	COc1ccc(C2=C/C(=C\c3cccc(OC(C)=O)c3)C(=O)O2)cc1	1	-1	i	i	i	i	i	i	i	i	i
53	CCN(CC)CCCN(C(=O)c1ccc(Br)cc1)c1nc(-c2ccc(OC)cc2)cs1	-5	-5	i	i	i	i	i	i	i	-6.2*	i
54	O=C(COC(=O)Cc1c(F)cccc1Cl)Nc1nnc(-c2ccccc2)o1	5	30	i	i	i	i	i	i	i	i	i
55	CCC(C)C(NC(=O)C(C)NC(=O)CNC(=O)OC(C)(C)C)C(N)=O (stereo not drawn)	2	-13	i	i	i	i	i	i	i	i	i
56	NC(=O)C1=C[C@@H](c2csc3ccccc23)C[C@@H](OCCCCO)O1	-5	3	i	i	i	i	i	i	i	i	i
57	O=C(O)c1cccc(NS(=O)(=O)c2ccc(Oc3ccc(S(=O)(=O)Nc4cccc(C(=O)O)c4)cc3)cc2)c1	-5	1	i	i	i	i	i	i	i	i	i
58	O=C(Nc1ccccc1N1CCCCC1)c1cccc(Cl)c1	5	26	i	i	i	i	i	i	i	i	i
59	N#CCc1nnc2n1-c1ccccc1CCC2	-4	0	i	i	i	i	i	i	i	i	i
60	COc1ccc(C(=O)OCCNC(=O)c2ccncc2)cc1OC	/	-3	i	i	i	i	i	i	i	i	i
61	c1cnn(-c2cc(N3CCOCC3)ncn2)c1	-4	-8	i	i	i	i	i	i	i	i	i
62	Fc1ccc(C2CC(c3ccc(F)cc3)n3ncnc3N2)cc1 (stereo not drawn)	15	8	i	i	i	i	i	i	i	i	i
63	CCOc1ccc(Nc2nc(N)c3ccccc3n2)cc1	5	60*	i	i	i	i	i	i	i	i	i
64	O=C(COC(=O)c1ccco1)Nc1nc2c(F)c(F)c(F)cc2s1	1	27	i	i	i	i	i	i	i	i	i
65	CN(C)C(=O)CN1c2cccc3cccc(c23)S1(=O)=O	-6	1	i	i	i	i	i	i	i	i	i
66	Cc1ccc(NC(=O)Cn2c([N+](=O)[O-])cnc2C)cc1Cl	-3	-3	i	i	i	i	i	i	i	i	i

Entries of single compounds, quoted from the list. Order of screens: HDAC3 inhib	SKKanGAS inh	MrgX1 ag	MrgX1 PAM	ANO1 activ	RGS4 pot	TRPC6 activator	MrgX1 antagonist	RGS4 block	TRPC6 inh	TMEM16A inh
CCOC(=O)CSc1nnc(SCCN2C(=O)c3ccccc3C2=O)s1 across the screens: 0	-4	i	i	i	i	i	i	i	i	i
Cc1ccc(C(CNS(=O)(=O)c2ccc(C)cc2)N2CCN(C)CC2)cc1 (stereo not drawn) across the screens: 0	-6	i	i	i	i	i	i	i	i	i
